V-ATPase pH: alters yeast V-ATPase proton transport. S. cerevisiae, pHLuorin cytosolic pH fluorescence. response, % at 10 µM. actives 0.37% (n = 350,000). AID 504577; in the data active = response mostly above about 7.3%, no sharp cut-off; inactive = mostly below about 5.4%; also: actives read high; inactives centre near 0; some compounds called inactive have numbers as strong as hits; reference of the scale not given here
MOR-DOR ag: OPRM1-OPRD1 heterodimerization agonism | cells, luminescence | activation, % at 9.3 µM | actives 0.3% (n = 340,000); in the data active = activation above about 18%;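 also: 0% = vehicle-treated cells and 100% = reference agonist; values of inactives mirror those of a sister screen read the other way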
HTR5A ag: counter-screen for OPRM1-OPRD1 agonists: human HTR5A agonism; P47898; HTR5A agonist assay, luminescence, cell-based; activation, % at 9.3 µM; actives 0.61% (n = 340,000); in the data active = activation mostly above about 9.5%, no sharp cut-off; inactive = mostly below about 7.6%;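 also: 0% = cells with vehicle only and 100% = reference agonist; strong numbers were not always called active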
Target sequence (P47898 whole entry, looked up): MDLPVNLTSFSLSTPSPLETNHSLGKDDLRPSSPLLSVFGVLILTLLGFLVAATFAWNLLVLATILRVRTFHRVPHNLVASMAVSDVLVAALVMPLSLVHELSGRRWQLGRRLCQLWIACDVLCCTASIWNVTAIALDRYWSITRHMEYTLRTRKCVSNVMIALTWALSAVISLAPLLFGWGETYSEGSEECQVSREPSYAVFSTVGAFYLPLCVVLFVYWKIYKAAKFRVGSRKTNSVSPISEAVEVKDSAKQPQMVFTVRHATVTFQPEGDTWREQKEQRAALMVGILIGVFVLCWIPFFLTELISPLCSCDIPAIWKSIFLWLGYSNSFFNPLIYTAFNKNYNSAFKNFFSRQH
Keap1-Nrf2 PPI: disrupts human Keap1 binding to Nrf2 peptide; Q14145; Keap1 Kelch-Nrf2 peptide fluorescence polarization, 1536-well; inhibition, % at 9.4 µM; actives 0.15% (n = 340,000); AID 504523; in the data active = inhibition above about 12%;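 also: human Keap1 Kelch domain with fluorescein labeled Nrf2 9mer peptide probe; 0% = neutral control wells and 100% = peptide positive control; higher means more block of Keap1 binding to Nrf2 peptide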
HTR5A inv ctr: HTR5A inverse agonism, opioid heterodimer counter-screen; inhibition, % at 9.3 µM; HTR5A cell line, luminescence; actives 0.083% (n = 340,000); in the data active = inhibition mostly above about 23%, no sharp cut-off; inactive = mostly below about 18%;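 also: 0% = cells with DMSO and 100% = no-cell wells with DMSO; some compounds called inactive have numbers as strong as hits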
RTF Ca sens inh: cardiac RTF calcium desensitization | P19429+P45379 | IANBD-labeled cardiac RTF, Ca2+ fluorescence | inhibition, % at 7.15 µM | actives 0.12% (n = 340,000) | AID 493244;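 active = inhibition above the mean inhibition of all tested compounds plus 3 SD, cut at about 17% in these data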;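 also: assay run at fixed EC70 calcium of 1.6 mM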
OPRM1-OPRD1 inv: mu-delta opioid heterodimer inverse agonism | P35372+P41143 | cell-based MOR-DOR heterodimer luminescence | inhibition, % at 9.3 µM | actives 0.21% (n = 340,000); in the data active = inhibition above about 22%, passing the limit was not always enough;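 also: 0% = cells with DMSO and 100% = wells without cells with DMSO; values of inactives mirror those of a sister screen read the other way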
C-LANA FP: KSHV C-LANA DNA binding inhibition; MBP-C-LANA/FAM-LBS DNA binding, fluorescence polarization; inhibition, % at 9 µM; actives 0.078% (n = 340,000); AID 504423;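 active = highest replicate inhibition at or above 60% at 9 µM, even if other replicates fall short; inactive = all replicates below 60% inhibition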;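 also: 0% = neutral control wells and 100% = 4 µM acridine orange control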
cardiac RTF act: cardiac RTF calcium sensitization. P19429+P45379. IANBD-labeled TnC RTF fluorescence at EC20 calcium; 0% EC20 calcium, 100% full calcium. activation, % at 7.2 µM. actives 0.24% (n = 340,000). AID 493008;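 active = activation above the mean over all tested compounds plus 3 SD, cut at about 30% in these data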;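 also: rise in fluorescence read as greater calcium sensitivity of cardiac thin filaments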
CAL-PDZ inh HTS: CAL PDZ (human) peptide binding inhibition | Q9HD26 | purified CAL PDZ, TMR-peptide fluorescence polarization, 1 h | inhibition, % at 24.9 µM | actives 0.92% (n = 300,000) | AID 602252;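 active = mean inhibition of at least 30% with at least half of replicates also reaching 30%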;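 also: 0% = DMSO neutral control and 100% = excess unlabeled competitor peptide PRC23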
The depositor's hits bear a star; . = no result given.

Order of results: V-ATPase pH | MOR-DOR ag | HTR5A ag | Keap1-Nrf2 PPI | HTR5A inv ctr | RTF Ca sens inh | OPRM1-OPRD1 inv | C-LANA FP | cardiac RTF act | CAL-PDZ inh HTS
> Cc1cc(C=C2C(=O)N(C)C(=S)N(C)C2=O)c(C)n1-c1cccnc1
  -1 | 0.5 | 1 | -5 | -4 | -11 | -3 | 1.9 | 4 | 0
> Cc1c(C)c2ccc(OCC(=O)N3C[C@H]4C[C@@H](C3)c3cccc(=O)n3C4)c(C)c2oc1=O
  -5 | -0.7 | -3 | -5 | 13 | -1 | 3 | 1.1 | 6 | 4
> COC(=O)C(O)(c1ccc(NC(=O)c2ccccc2)cc1)C(F)(F)F (stereo not given)
  1 | -3.1 | -1 | 1 | -2 | -8 | 16 | 1.1 | 9 | .
> C1CC2OC2CC1C1CO1 (stereo not given)
  7 | -2.6 | 6 | -6 | -24 | 0 | 14 | 1.3 | -6 | -1
> c1ccc(NC2=NCCS2)cc1
  -2 | -1.0 | 7 | -7 | -23 | -10 | 5 | 1.5 | 0 | -2
> CN1CCN(C(=O)COc2ccc(S(=O)(=O)NCc3ccccc3)cc2Cl)CC1
  2 | 0.4 | -7 | 3 | 16 | 2 | -2 | -1.4 | 7 | -7
> [O-][n+]1onc2c1CCC1N(O)CCC21O (stereo not given)
  4 | -3.5 | -6 | -2 | -18 | -7 | 19 | -0.1 | 0 | 4
> CCn1cc(CN2CCCC(C(=O)c3sccc3C)C2)cn1 (stereo not given)
  2 | 4.6 | 1 | -2 | -3 | -7 | -25 | -0.1 | -5 | -5
> CN(C)C(=O)Oc1c(Cl)cc(Cl)c2ccccc12
  . | -0.3 | 3 | -1 | 15 | 6 | 1 | 0.3 | -2 | .
> CCC1CN(C)CCC1(OC(C)=O)c1ccccc1 (stereo not given)
  5 | 25* | -4 | -2 | 6 | 2 | -124 | -0.5 | -4 | -3
> CN1C(=O)CN=C(c2ccc(Cl)cc2)c2cc(Cl)ccc21
  1 | -0.2 | 6 | -1 | 4 | 12 | 1 | -1.7 | 4 | 5
> Fc1ccccc1CCNCc1cccc2ccccc12
  0 | 2.5 | 3 | 4 | -10 | 5 | -14 | -1.1 | -1 | -1
> CCN1CCC(N(C)C2CCCCC2)CC1
  0 | -2.0 | -1 | -3 | 2 | -3 | 10 | 0.0 | -5 | -3
> COc1ccc(CCn2c(O)c(/C=N/NC(=O)c3ccncc3)c(=O)[nH]c2=O)cc1OC
  5 | -2.5 | -3 | -3 | -2 | 2 | 12 | 0.7 | 7 | -6
> CC(=O)OC1(c2ccccc2)CCN(C)CC1(C)C (stereo not given)
  -4 | 6.8 | 0 | 0 | 22 | 2 | -34 | 1.4 | 0 | .
> O=C1CCN(C(=O)CNC(=O)Cc2ccccc2)CC1
  -1 | -4.5 | 1 | -8 | -2 | -10 | 21 | 4.2 | 6 | -3
> CN(C)c1ccc(C(=O)N/N=C/C23CC[C@@H](O)CC2(O)CC[C@@H]2[C@@H]3CCC3(C)C(C4=CC(=O)OC4)CCC23O)cc1 (stereo not given in full)
  -1 | 59* | 35* | 5 | 6 | -3 | -301 | -0.1 | -1 | 1
> Cc1ccc(S(=O)(=O)N(C)c2ccc(C(=O)NCC3(N(C)C)CCCCC3)cc2)cc1
  2 | -1.0 | -1 | 0 | -10 | -3 | 6 | -1.2 | -5 | -4
> COc1cc(C(C)=O)ccc1OC(=O)N(C)c1ccccc1
  -3 | -0.2 | 8 | 4 | -26 | -1 | 1 | -2.9 | -1 | -3
> COc1cc(C2(C#N)CCN(C)CC2)cc(OC)c1OC
  6 | -1.5 | -2 | -6 | 8 | 2 | 7 | 0.1 | -5 | 8
> CC=C(C)C1(CCC)C(=O)NC(=S)NC1=O
  3 | -1.1 | -1 | -8 | 5 | 1 | 5 | -2.0 | -3 | 0
> CCCCCCCSc1cc(OC)c(CCN(C)C)cc1OC
  1 | 5.5 | 0 | 4 | -1 | 2 | -28 | -0.1 | -4 | 6
> CSC1=NP(=S)(SC)N2CCCC2=C1C#N (stereo not given)
  0 | -2.3 | 0 | 0 | -1 | -6 | 12 | -1.2 | 2 | -4
> COc1ccc(CN2C(=O)NC(=O)/C(=C\c3cccc(OC)c3OC)C2=O)cc1
  1 | . | . | -6 | . | . | . | -0.1 | . | -5
> Cc1cc(=O)oc2c(C)c(OCC(=O)N3CCN(Cc4ccccc4)CC3)ccc12
  12 | 1.4 | 5 | 3 | -6 | -13 | -7 | -0.5 | -11 | 6
> C=CCn1c(O)c(C(C)=NCCCN2CCOCC2)c(=O)[nH]c1=O
  1 | 0.2 | 3 | 1 | 14 | -8 | -1 | 0.7 | -3 | -6
> CCC1(OC(=O)CN)C(=O)OCc2c1cc1n(c2=O)Cc2cc3ccccc3nc2-1 (stereo not given)
  -1 | -2.5 | -1 | -1 | 3 | -1 | 12 | 2.1 | 3 | 1
> C=COCCn1c(C)c(C(=O)OCC)c2cc(O)ccc21
  0 | -1.9 | -3 | -4 | 8 | -3 | 9 | -0.2 | 4 | -2

3 entries from above, with each value named:
> CSC1=NP(=S)(SC)N2CCCC2=C1C#N (stereo not given)
  V-ATPase pH: 0 | MOR-DOR ag: -2.3 | HTR5A ag: 0 | Keap1-Nrf2 PPI: 0 | HTR5A inv ctr: -1 | RTF Ca sens inh: -6 | OPRM1-OPRD1 inv: 12 | C-LANA FP: -1.2 | cardiac RTF act: 2 | CAL-PDZ inh HTS: -4
> COc1ccc(CN2C(=O)NC(=O)/C(=C\c3cccc(OC)c3OC)C2=O)cc1
  V-ATPase pH: 1 | MOR-DOR ag: . | HTR5A ag: . | Keap1-Nrf2 PPI: -6 | HTR5A inv ctr: . | RTF Ca sens inh: . | OPRM1-OPRD1 inv: . | C-LANA FP: -0.1 | cardiac RTF act: . | CAL-PDZ inh HTS: -5
> Cc1cc(=O)oc2c(C)c(OCC(=O)N3CCN(Cc4ccccc4)CC3)ccc12
  V-ATPase pH: 12 | MOR-DOR ag: 1.4 | HTR5A ag: 5 | Keap1-Nrf2 PPI: 3 | HTR5A inv ctr: -6 | RTF Ca sens inh: -13 | OPRM1-OPRD1 inv: -7 | C-LANA FP: -0.5 | cardiac RTF act: -11 | CAL-PDZ inh HTS: 6

Whole records, looked up by structure. Values in the order: V-ATPase pH	MOR-DOR ag	HTR5A ag	Keap1-Nrf2 PPI	HTR5A inv ctr	RTF Ca sens inh	OPRM1-OPRD1 inv	C-LANA FP	cardiac RTF act	CAL-PDZ inh HTS
COc1ccc(CN2C(=O)NC(=O)/C(=C\c3cccc(OC)c3OC)C2=O)cc1 reads 1	.	.	-6	.	.	.	-0.1	.	-5
COc1cc(C2(C#N)CCN(C)CC2)cc(OC)c1OC reads 6	-1.5	-2	-6	8	2	7	0.1	-5	8
CCN1CCC(N(C)C2CCCCC2)CC1 reads 0	-2.0	-1	-3	2	-3	10	0.0	-5	-3
CC(=O)OC1(c2ccccc2)CCN(C)CC1(C)C (stereo not given) reads -4	6.8	0	0	22	2	-34	1.4	0	.
CCn1cc(CN2CCCC(C(=O)c3sccc3C)C2)cn1 (stereo not given) reads 2	4.6	1	-2	-3	-7	-25	-0.1	-5	-5

This is a subset; the hit share may differ from the screen's.
